Compound activity deposited in PubChem by Sanford-Burnham Center for Chemical Genomics.
Gli-Sufu block: blocks Gli-Sufu signaling in a luciferase reporter. inhibition, % at 5 µM. AID 588413. Sufu-KO-LIGHT fibroblasts, Gli luciferase reporter luminescence. 0.74% of 340,000 active;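 active = inhibition above about 55%, limit read from the data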;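 also: 0% = DMSO-treated cells and 100% = wells with medium but no cells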
Jurkat NFkB inh: inhibitors of the PMA/ionomycin-induced NF-kB reporter in Jurkat cells; PMA/ionomycin-induced NF-kB luciferase reporter, luminescence; inhibition, % at 4 µM; 0.53% of 330,000 active; AID 435003; in the data active = inhibition above about 50%
CHOP UPR activ: apoptotic UPR (CHOP) activation. CHO-CHOP luciferase reporter, luminescence; percent of tunicamycin response over DMSO baseline. activation, % at 10 µM. AID 449763. 0.34% of 330,000 active;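 active = at 10 µM dose, activation of 40% or more, normalized to positive control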;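 also: 100% = tunicamycin at 10 µg/mL and 0% = DMSO alone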
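System: CHO-CHOP luciferase reporter cell line | Buffer or medium: F12 medium containing 10% fetal bovine serum | Doses: One dose, 10 µM in 0.5% DMSO | Times: 6 h compound exposure at 37 °C after overnight seeding | Signal: Luciferase luminescence | Read-out: % activation vs tunicamycin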
UPR XBP1 act: adaptive UPR (XBP1) activation; CHO-XBP1 luciferase reporter, IRE1-XBP1 UPR activation, luminescence; percent of tunicamycin response, DMSO as zero; activation, % at 20 µM; 0.33% of 330,000 active; AID 463104;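 active = versus positive control, 20 µM dose yields 30% or more activation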;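 also: 100% = tunicamycin at 10 µg/mL and 0% = DMSO only wells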
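Material – CHO cell line with stable XBP1 luciferase reporter · Buffer or medium – F12 plus 10% FBS · Compound – single point, 20 µM final compound, 1% DMSO · Schedule – 16-18 h cell attachment at 37 °C, then 6 h compound exposure · Signal – Steady-Glo luminescence read · Benchmarks – high control tunicamycin 10 µg/mL final, low control DMSO vehicle only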
CXCR6 inh: blocks human CXCR6 beta-arrestin recruitment | inhibition, % at 20 µM | CHO-K1 PathHunter CXCR6 beta-arrestin, luminescence | 0.36% of 360,000 active | AID 602244; in the data active = inhibition above about 34%, passing the limit was not always enough;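 also: antagonist mode with CXCL16 agonist at 10 nM final; 0% = 10 nM CXCL16 with DMSO and 100% = unstimulated wells without agonist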
Target sequence (O00574 whole entry, looked up): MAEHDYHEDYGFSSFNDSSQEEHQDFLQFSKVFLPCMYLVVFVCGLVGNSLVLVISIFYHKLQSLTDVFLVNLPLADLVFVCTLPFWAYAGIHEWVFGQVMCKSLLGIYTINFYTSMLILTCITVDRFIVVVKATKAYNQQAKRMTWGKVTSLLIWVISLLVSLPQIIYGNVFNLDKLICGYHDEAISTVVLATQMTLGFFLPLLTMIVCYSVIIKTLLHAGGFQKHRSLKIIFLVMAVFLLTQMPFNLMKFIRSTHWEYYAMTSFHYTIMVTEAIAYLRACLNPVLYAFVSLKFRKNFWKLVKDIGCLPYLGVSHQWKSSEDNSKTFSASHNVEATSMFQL
697 NFkB inh: inhibitors of the PMA/ionomycin-induced NF-kB reporter in 697 B cells | AID 435022 | inhibition, % at 4 µM | 697 B-cell NF-kB luciferase reporter, 16 h | 0.33% of 330,000 active; in the data active = inhibition above about 35%
EBI2 block: antagonists of human EBI2 receptor; P32249; EBI2 beta-arrestin recruitment, luminescence, 7a,25-OHC stimulated; inhibition, % at 5 µM; 0.81% of 360,000 active; in the data active = inhibition above about 38%;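 also: enzyme fragment complementation signal reports receptor beta-arrestin coupling in cells; 0% = agonist plus DMSO wells and 100% = wells without agonist; some results beyond the cut were filed as inactive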
Target sequence (P32249 whole entry, looked up, the tested form may be a part): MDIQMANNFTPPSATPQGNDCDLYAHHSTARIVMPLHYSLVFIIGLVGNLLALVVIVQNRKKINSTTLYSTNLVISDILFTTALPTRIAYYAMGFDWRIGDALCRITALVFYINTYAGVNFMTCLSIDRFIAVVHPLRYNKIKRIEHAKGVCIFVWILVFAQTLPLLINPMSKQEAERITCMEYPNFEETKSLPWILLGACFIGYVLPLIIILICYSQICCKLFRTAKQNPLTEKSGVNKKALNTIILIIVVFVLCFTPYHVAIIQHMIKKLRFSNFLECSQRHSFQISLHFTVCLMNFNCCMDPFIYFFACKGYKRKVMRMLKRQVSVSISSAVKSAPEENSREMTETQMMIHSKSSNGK
Mdm2-MdmX inh: human Mdm2/MdmX binding inhibition | AID 485346 | SaOS-2 split-luciferase Mdm2/MdmX complementation, luminescence | inhibition, % at 8 µM | 3% of 330,000 active;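 active = inhibition of at least 50% at 8 µM in the primary screen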
CCR6 antagonist: antagonists of human CCR6 receptor | P51684 | CHO-K1 CCR6 PathHunter beta-arrestin, luminescence, CCL20-stimulated | inhibition, % at 20 µM | 0.49% of 340,000 active;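 active = compounds whose inhibition of the agonist-driven luminescence signal at 20 µM reaches about 50%, limit read from the data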;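 also: cells stimulated with CCL20 at 14 nM final; plate controls were DMSO with CCL20 for no effect and DMSO without agonist for full effect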
Target sequence (P51684 whole entry, looked up): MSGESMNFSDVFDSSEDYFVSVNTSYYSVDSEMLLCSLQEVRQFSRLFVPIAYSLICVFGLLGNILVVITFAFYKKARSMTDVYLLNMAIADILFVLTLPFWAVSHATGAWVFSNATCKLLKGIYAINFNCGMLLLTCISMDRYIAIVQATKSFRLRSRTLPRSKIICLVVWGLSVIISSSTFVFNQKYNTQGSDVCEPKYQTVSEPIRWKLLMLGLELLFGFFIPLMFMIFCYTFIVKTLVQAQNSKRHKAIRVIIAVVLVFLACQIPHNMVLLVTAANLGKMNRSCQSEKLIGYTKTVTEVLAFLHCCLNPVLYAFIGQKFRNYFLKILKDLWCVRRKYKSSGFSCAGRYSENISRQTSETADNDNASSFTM
An asterisk follows results filed as active; · = not tested or not shown; & = joins results of further samples.

SMILES | Gli-Sufu block | Jurkat NFkB inh | CHOP UPR activ | UPR XBP1 act | CXCR6 inh | 697 NFkB inh | EBI2 block | Mdm2-MdmX inh | CCR6 antagonist
COc1ccc(S(=O)(=O)Nc2cc3c4c(c2)CCN4C(=O)CC3)cc1OC | -2 | -15 | -0.6 | -1 | -4 | 8 | 2 | -3 | -6
CCOc1ccc(S(=O)(=O)N2CCCC(C(=O)NCc3cccnc3)C2)cc1Cl (configuration not stated) | -10 | 12 | -0.3 | -4 | 6 | -3 | -9 | 3 | 12
C=CCCCCCCCCC(=O)NN | -4 | 10 | 1.0 | -2 | 1 | 10 | -1 | -7 | 2
COc1ccc(/C=C/C(=O)c2ccc3c(c2)OCO3)cc1OC | -6 | 9 | 6.4 | 1 | 1 | 13 | 20 | 20 | 9
COc1ccc(C2=NOC(C(=O)N3CCN(C(=O)c4ccco4)CC3)C2)cc1OC (configuration not stated) | -20 | -11 | 0.6 | -3 | -3 | -17 | -6 | 17 | 10
O=C(O)CCCNS(=O)(=O)/C=C/c1ccccc1 | -7 | 1 | -2.7 | -1 | -2 | 4 | -7 | -4 | 0
CCOC(=O)c1c(C)n(C)c2ccc(OCC(N)=O)cc12 | 3 | -7 | 0.7 | 2 | 0 | 5 | 0 | -25 | 1
CCCCn1nc(C(=O)N[C@@H](CCSC)c2nc3ccccc3[nH]2)c2ccccc2c1=O | 10 | 7 | -1.7 | 0 | 28 | 1 | 10 | 44 | 5
CC1CCN(S(=O)(=O)c2cnc[nH]2)CC1 | -5 | -2 | -1.8 | -1 | -1 | 1 | 2 | -5 | 3
CC1CN(c2cc(-c3ccccc3)c3ccccc3n2)CC(C)O1 (configuration not stated) | -7 | 3 | -1.7 | -3 | 2 | 4 | 13 | 18 | 9
CCCCCn1c(=NC(=O)c2ccco2)c(C(=O)OCC)cc2c(=O)n3ccccc3nc21 | 15&37 | 18 | 10 | -3 | 19&8 | -40 | 19&18 | 11 | 9&-2
O=C(/C=C/c1ccco1)N1CCN(S(=O)(=O)/C=C/c2ccccc2)CC1 | -3 | 3 | -0.2 | -2 | -2 | 5 | 79* | 22 | -1
N#Cc1ccc(CSc2nnc(-c3cccs3)n2-c2ccccc2)cc1 | 7 | 7 | -0.7 | -4 | 15 | -2 | 16 | 4 | 12
CCS(=O)(=O)Nc1ccc(C(=O)CC2(O)C(=O)Nc3ccccc32)cc1 (configuration not stated) | 1 | 7 | 3.0 | 0 | 1 | 9 | -6 | 7 | 15
O=C(Nc1ccc2c(c1)C(=O)NC2=O)c1ccc(Cl)s1 | 4 | 2 | 2.7 | 3 | 10 | 2 | 2 | 7 | -2
O=C(Oc1ccc2c(=O)c(Oc3ccc4ccccc4c3)coc2c1)c1cncc(Br)c1 | -4 | -9 | 1.1 | -1 | 2 | -4 | -2 | -6 | -7
Cc1ccc(SC(C)C(=O)Nc2ccccc2C(=O)N2CCOCC2)cc1 (configuration not stated) | -14 | 22 | -1.1 | -2 | 5 | -2 | 5 | 14 | 7
Nn1cnc2c(c1=O)C1(CCCCC1)Cc1ccccc1-2 | 0 | 8 | 6.4 | -4 | 4 | -3 | 9 | -10 | 20
C=CCn1c(SCC(=O)Nc2cc3oc4ccccc4c3cc2OC)nnc1-c1cnccn1 | 3 | 12 | 1.5 | 4 | 8 | 13 | 21 | 22 | 0
CCOC(=O)c1c(NC(=O)c2ccco2)sc2c1CCCC2 | 7 | 0 | -1.4 | 0 | -2 | -8 | 10 | 10 | -2
Cc1cc(C(F)(F)F)nn1CC(=O)Nc1ccc(Br)c2cccnc12 | 13 | 1 | 0.9 | 1 | 2 | 10 | -2 | 13 | 8
CCn1cc(/C=N/O)c(C)n1 | -4 | -39 | -1.6 | -1 | -7 | -24 | -3 | -13 | -4
CC(C)NC(=O)c1ccccc1NC(=O)C(C)Oc1ccccc1 (configuration not stated) | 2 | 18 | 2.0 | -1 | -7 | 7 | -1 | -38 | 14
Cc1cc(C)c(S(=O)(=O)N2CCCc3ccccc32)c(C)c1 | 6 | 12 | -0.1 | -3 | 2 | 15 | 13 | 0 | 26
COc1ccccc1CNC(=O)C(C)Oc1ccccc1 (configuration not stated) | -5 | -3 | 4.1 | 0 | 8 | 14 | 2 | 8 | 14

Molecules above with a Cl atom (2):
SMILES | Gli-Sufu block | Jurkat NFkB inh | CHOP UPR activ | UPR XBP1 act | CXCR6 inh | 697 NFkB inh | EBI2 block | Mdm2-MdmX inh | CCR6 antagonist
CCOc1ccc(S(=O)(=O)N2CCCC(C(=O)NCc3cccnc3)C2)cc1Cl (configuration not stated) | -10 | 12 | -0.3 | -4 | 6 | -3 | -9 | 3 | 12
O=C(Nc1ccc2c(c1)C(=O)NC2=O)c1ccc(Cl)s1 | 4 | 2 | 2.7 | 3 | 10 | 2 | 2 | 7 | -2

Back to the main list, starting 2 compounds before the break.
SMILES | Gli-Sufu block | Jurkat NFkB inh | CHOP UPR activ | UPR XBP1 act | CXCR6 inh | 697 NFkB inh | EBI2 block | Mdm2-MdmX inh | CCR6 antagonist
Cc1cc(C)c(S(=O)(=O)N2CCCc3ccccc32)c(C)c1 | 6 | 12 | -0.1 | -3 | 2 | 15 | 13 | 0 | 26
COc1ccccc1CNC(=O)C(C)Oc1ccccc1 (configuration not stated) | -5 | -3 | 4.1 | 0 | 8 | 14 | 2 | 8 | 14
Cc1ccc2oc(=O)cc(CN3CCC(C)CC3)c2c1 | -12 | -19 | 1.1 | 3 | 4 | -10 | 2 | -17 | 14
COc1ccc(-c2[nH]nc(-c3ccccc3)c2-c2nc3ccccc3[nH]2)cc1 | -6 | -6 | -1.7 | -3 | 7 | 15 | 16 | 6 | 7
CC(C)[C@H](NC(=O)c1ccc(Cl)cc1)C(=O)OCC(=O)N1CCN(c2ccccc2)CC1 | 7 | -13 | -0.8 | -4 | 0 | 9 | 6 | 2 | 2
O=S(=O)(/N=C/N1CCOCC1)c1ccc(Cl)cc1 | 11 | 2 | -0.9 | -3 | -1 | 16 | -5 | -1 | 8
CC(=O)N1CCOc2ccc(S(=O)(=O)N3C(C)CCCC3C)cc21 (configuration not stated) | 6 | 15 | -0.3 | -2 | -2 | -2 | -10 | -14 | -20
COC(=O)c1cc2cc(OC)ccc2n1C | -13 | -8 | 1.7 | 3 | 6 | 12 | -11 | 10 | -3
C=CC[C@H](CC(=O)N(CCO)Cc1ccccc1)C(=O)N[C@@H](COC(=O)[C@@H](CC=C)Cc1ccc(F)cc1)Cc1ccccc1 | 7 | 7 | 8.9 | 2 | 21 | 4 | 27 | 68* | 19
Cc1ccc(S(=O)(=O)N2CCOCC2)cc1NC(=O)CSc1nnc(N)s1 | -18 | -16 | -1.7 | -2 | 1 | -9 | -12 | 10 | 0
COc1ccc(/C=N/NC(=O)c2cccc(S(=O)(=O)N3CCCC3)c2)cc1O | 8 | -21 | -0.1 | -1 | 2 | 6 | -4 | -1 | -3
COc1cc(C2C3=C(CC(C)(C)CC3=O)OC3=C2C(=O)CC(C)(C)C3)cc([N+](=O)[O-])c1O | 5 | -8 | -0.7 | -1 | 21 | 9 | 7 | 6 | 27
Cc1ccc(NC(=O)CCN2C(=O)c3ccccc3C2=O)c(C)c1 | -2 | -4 | 0.7 | 1 | 2 | 16 | -2 | -6 | 0
O=C(CSCc1ccccc1)Nc1cc([N+](=O)[O-])ccc1F | · | -18 | -1.3 | 2 | 2 | -12 | -10 | 14 | 17
CN(C(=O)c1ccc(Oc2ccc([N+](=O)[O-])cc2)cc1)C1CCCCC1 | 18 | 12 | 0.5 | -6 | -6 | -6 | 14 | 1 | 23
COc1cc(-c2noc(CCCC(=O)NCc3ccccc3)n2)cc(OC)c1OC | 11 | -13 | -2.0 | -2 | 0 | 16 | -16 | 17 | -5
O=C(CN1C(=O)c2cccc3cccc1c23)NC1CCCCC1 | -4 | 8 | 2.1 | 1 | 6 | -2 | 2 | 10 | -6
NS(=O)(=O)c1cccc(NC(=O)c2ccccc2NS(=O)(=O)c2ccc(F)cc2)c1 | -16 | 0 | -1.3 | -2 | 5 | 5 | -3 | 6 | 8
COc1ccc(Cl)cc1C(=O)NNC(=O)c1[nH]c(C)c(C(C)=O)c1C | -4 | -4 | 2.5 | 5 | 0 | -9 | -9 | 7 | -3
O=C(CCNC(=O)C1CCN(S(=O)(=O)c2ccccc2)CC1)NCc1cccc(Cl)c1 | -20 | 3 | 1.2 | -4 | -15 | -2 | -3 | 16 | 13
COC(=O)CCCC1=CC2=CC(=O)C(C)(OC(=O)c3cccs3)C(=O)C2=CN1CCCOC(C)C (configuration not stated) | 19 | 16 | 2.5 | 0 | -27 | 17 | -11 | 13 | -5
CCc1cccc(CC)c1NC(=O)c1cccc(NC(=O)c2ccccc2)c1 | 3 | -3 | 0.5 | 2 | -6 | 6 | -5 | 22 | -10
O=C(CC12CC3CC(CC(C3)C1)C2)N/N=C/c1ccc([N+](=O)[O-])o1 | · | -3 | 3.5 | -2 | -16 | 20 | -8 | 20 | 6
NC(=S)Nc1cccc2cnccc12 | 11 | 10 | 5.4 | 0 | 1 | 14 | -10 | 21 | 2
O=C1c2ccccc2NC(c2ccc3c(c2)OCCO3)N1c1ccc2c(c1)OCCO2 (configuration not stated) | 8 | -105 | 0.2 | -8 | -4 | -124 | 6 | -23 | 9
OCCCN=c1cc(-c2ccccc2)oc2ccc(Cl)cc12 | -37 | -60 | 5.2 | 0 | 3 | -34 | 3 | 20 | -6
CCc1nnc(NC(=O)CSc2nnc(CNc3ccc(OC)cc3)n2CC)s1 | -2 | 6 | -0.6 | 0 | -13 | 25 | -12 | 20 | 1
SMILES | Gli-Sufu block | Jurkat NFkB inh | CHOP UPR activ | UPR XBP1 act | CXCR6 inh | 697 NFkB inh | EBI2 block | Mdm2-MdmX inh | CCR6 antagonist
Nc1c(N(CCCO)C(=O)CCCN2C(=O)c3cccc4cccc(c34)C2=O)c(=O)[nH]c(=O)n1Cc1ccccc1 | 0 | · | · | · | 1 | · | -3 | · | 3
COc1ccc(C2c3c(ncn(CCN4CCOCC4)c3=N)Oc3ccc4ccccc4c32)cc1 (configuration not stated) | 25 | -8 | -1.8 | 4 | 1 | -20 | 13 | 71* | 16
CO[C@H]1CC[C@@]2(C)[C@@H](CC[C@@H]3[C@@H]2CC[C@@]2(C)[C@H]3C[C@H](C(=O)O)O[C@]23CCCO3)C1 | -5 | · | 2.2 | 0 | -4 | 2 | -9 | -6 | 18
CNC(=O)c1c(NC(=O)c2ccc3ncsc3c2)sc(C)c1C | 3 | 4 | 1.6 | 7 | 6 | -6 | 4 | 7 | 16
CC1CCN(C(c2ccccc2)c2nnnn2C(C)(C)C)CC1 (configuration not stated) | -2 | -8 | -0.6 | -2 | -1 | 3 | 2 | -20 | 4
COCCOC(=O)c1c(NC(=O)CN2CCCc3ccccc32)sc(C(N)=O)c1C | 1 | -2 | 1.8 | 1 | -5 | 11 | 76* | 10 | -2
O=S(=O)(c1ccc(NCc2ccccc2)cc1)N1CCOCC1 | -6 | 8 | 1.6 | 0 | -2 | -18 | 16 | -2 | 1
CC(C(=O)C12CC3CC(CC(C3)C1)C2)N1CCOCC1 (configuration not stated) | 11 | -23 | 1.8 | 0 | -2 | -2 | -3 | 11 | 3
O=C1CCC(C(=O)N2CCCCO2)CN1CCc1ccc(Cl)cc1 (configuration not stated) | 1 | -7 | -0.6 | -5 | 6 | -27 | 14 | -18 | 1
O=C(CSc1nc2ccccc2[nH]1)N1CCN(c2ccc(F)cc2)CC1 | 0 | -11 | -1.7 | -2 | -10 | -22 | -6 | 2 | 12
COc1ccc2oc(C(=O)OCC(=O)Nc3ccccc3OC)c(C)c2c1 | -4 | -8 | -1.0 | -5 | -8 | -15 | 5 | 12 | 9
